NR1D1 modulator: Rev-erb alpha (human) modulation; hit rate 0.79% among 370,000; AID 1259318; activity, % at 10 µM; P20393; Rev-erbα–FITC-DNA binding, fluorescence polarization, 90 min;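 active = activity above about 14%, limit read from the data; passing the limit was not always enough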;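 also: 0% = DMSO wells with 35 nM protein and 100% = DMSO wells with 750 nM protein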
DAX1 inh-1: inhibitors of human orphan nuclear receptor DAX1 (NR0B1) | P51843 | HEK293 Gal4-DAX1 luciferase reporter, luminescence | inhibition, % at 6.75 µM | AID 504766 | hit rate 0.99% among 340,000;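 active = inhibition above the mean over all tested compounds plus 3 SD, cut at about 4.2% in these data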;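 also: 0% = DAX1-transfected cells with DMSO and 100% = empty-vector control cells with DMSO; inhibition shows as a rise in luminescence from relieved DAX1 repression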
Target sequence (P51843 207-470 limits assumed): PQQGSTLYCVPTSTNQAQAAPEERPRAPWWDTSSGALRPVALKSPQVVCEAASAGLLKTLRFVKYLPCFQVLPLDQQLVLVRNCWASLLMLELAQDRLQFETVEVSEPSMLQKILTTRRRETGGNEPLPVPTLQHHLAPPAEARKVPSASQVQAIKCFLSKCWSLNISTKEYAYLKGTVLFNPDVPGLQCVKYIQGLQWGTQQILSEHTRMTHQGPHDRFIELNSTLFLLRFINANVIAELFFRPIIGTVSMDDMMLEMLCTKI
DAX1 inh-2: DAX1 (NR0B1) inhibition, primary screen; HEK293T StAR-luciferase reporter, SF-1/DAX-1 repression relief; inhibition, % at 6.8 µM; hit rate 1.1% among 370,000; AID 652010;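 active = inhibition above the mean over all tested compounds plus 3 SD, cut at about 3.6% in these data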;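 also: 0% = DAX-1 cells with DMSO and 100% = cells lacking DAX-1 with DMSO; higher inhibition means more luminescence from relief of DAX-1 repression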
SMARCA2 activ: activators of SMARCA2 function; MG213 cells, MMTV-luciferase reporter, dexamethasone, overnight; activation, % at 9.1 µM; hit rate 1% among 370,000; in the data active = activation above about 7.8%;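 also: 0% = vehicle wells and 100% = reference activator wells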
hcDAF-12 act: activators of H. contortus DAF-12 nuclear receptor | hit rate 1.4% among 370,000 | HEK293 hcDAF-12 lit1-tk-luc reporter, luminescence; 0% DMSO, 100% Δ7-dafachronic acid | AID 652067 | activation, % at 6.8 µM;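 active = activation above the mean of all tested compounds plus 3 SD, cut at about 5.5% in these data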;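 also: 100% = response to 3 µM Δ7-dafachronic acid high control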
ADAM17 inh: ADAM17 inhibition, QFRET primary screen. hit rate 0.83% among 370,000. inhibition, % at 6.95 µM. recombinant ADAM17, EDANS/DABCYL FRET peptide cleavage. AID 720648. P78536;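 active = inhibition above the mean of compounds lying between control limits plus 3 SD, set per campaign, cut at about 8.5% in these data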;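 also: 0% = DMSO-only wells as the low control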
hgDAF12 agonist: agonists of H. glycines DAF-12 nuclear receptor | AID 687014 | hit rate 1.8% among 370,000 | activation, % at 6.8 µM | HEK293 GAL4-hgDAF12 UAS-luciferase reporter, agonist luminescence; normalized to butyrate control;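 active = activation above a cutoff set at the mean of all screened compounds plus 3 SD, cut at about 10% in these data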;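 also: 0% = DMSO wells and 100% = sodium butyrate wells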
PLCb3 inh: inhibitors of human phospholipase C beta3 | inhibition, % at 12.2 µM | Q01970 | Purified PLC-beta3, fluorogenic substrate, fluorescence | hit rate 0.18% among 370,000; in the data active = inhibition above about 11%;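 also: 0% = median of compound wells on plate and 100% = full blocker control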
ssDAF-12 act: S. stercoralis DAF-12 activation, primary screen | HEK293 ssDAF-12/GRIP1 lit1-tk-luc reporter, luminescence; % of 3 µM dafachronic acid response | activation, % at 6.8 µM | hit rate 1% among 370,000 | AID 652126;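 active = activation above the mean over all tested compounds plus 3 SD, cut at about 0.9% in these data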;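 also: 0% = DMSO-only wells and 100% = 3 µM delta7-dafachronic acid wells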
MBD2 DNA inh: blocks human MBD2 binding to methylated DNA; hit rate 0.31% among 370,000; TR-FRET, MBD2 binding to methylated oligonucleotide; inhibition, % at 4.4 µM; Q9UBB5; AID 686964; in the data active = inhibition above about 13%
Target sequence (Q9UBB5 whole entry, looked up): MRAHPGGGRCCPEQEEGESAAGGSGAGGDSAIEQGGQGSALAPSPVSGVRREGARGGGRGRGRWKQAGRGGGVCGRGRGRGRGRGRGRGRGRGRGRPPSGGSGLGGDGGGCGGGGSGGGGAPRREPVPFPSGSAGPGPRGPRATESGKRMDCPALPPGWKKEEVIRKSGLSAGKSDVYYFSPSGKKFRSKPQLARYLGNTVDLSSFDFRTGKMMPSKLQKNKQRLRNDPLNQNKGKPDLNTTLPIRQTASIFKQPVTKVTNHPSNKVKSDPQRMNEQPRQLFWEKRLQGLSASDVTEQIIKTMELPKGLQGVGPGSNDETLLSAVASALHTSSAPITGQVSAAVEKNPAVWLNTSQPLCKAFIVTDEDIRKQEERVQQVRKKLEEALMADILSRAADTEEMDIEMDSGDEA
PLC-gamma1 inh: inhibitors of human phospholipase C gamma1; hit rate 0.84% among 370,000; purified PLC-gamma1, fluorogenic substrate, fluorescence; P19174; inhibition, % at 12.2 µM; in the data active = inhibition above about 9.5%
Active calls of the source: *; i = inactive; . = not tested or not shown.

Sample of the layout, two compounds:
SMILES	NR1D1 modulator	DAX1 inh-1	DAX1 inh-2	SMARCA2 activ	hcDAF-12 act	ADAM17 inh	hgDAF12 agonist	PLCb3 inh	ssDAF-12 act	MBD2 DNA inh	PLC-gamma1 inh
NC(=O)NCC(c1ccccc1)C1CCCCC1 (stereo unspecified)	6	-0.5	0.2	3	-0.7	-4	-0.7	-2	-1.0	0	1
COc1cc(C(C(=O)NC2CCCC2)N(Cc2ccco2)C(=O)c2snc(C(N)=O)c2N)cc(OC)c1OC (stereo unspecified)	6	0.1	0.1	-1	-2.6	-33	5.1	-63	-1.4	-4	-35

Results, previewed entries included:
SMILES	NR1D1 modulator	DAX1 inh-1	DAX1 inh-2	SMARCA2 activ	hcDAF-12 act	ADAM17 inh	hgDAF12 agonist	PLCb3 inh	ssDAF-12 act	MBD2 DNA inh	PLC-gamma1 inh
NC(=O)NCC(c1ccccc1)C1CCCCC1 (stereo unspecified)	6	-0.5	0.2	3	-0.7	-4	-0.7	-2	-1.0	0	1
COc1cc(C(C(=O)NC2CCCC2)N(Cc2ccco2)C(=O)c2snc(C(N)=O)c2N)cc(OC)c1OC (stereo unspecified)	6	0.1	0.1	-1	-2.6	-33	5.1	-63	-1.4	-4	-35
COc1ccc(-c2sc3ccc(N4CCOCC4)cc3c2-c2ccc(O)cc2)cc1	-4	-0.6	-0.4	-1	-2.4	-4	-3.3	-8	-1.3	6	-3
O=C(Nc1ccc(NC(=O)c2ccco2)cc1)c1ccc2c(c1)OCCO2	4	.	-1.4	-6	-7.6	-9	-13	-3	-2.5	3	-8
CN(C)c1nc(=NCc2cccs2)ss1	9	-1.4	-2.1	13*	-2.4	-2	-5.4	2	-0.9	-8	2
O=[N+]([O-])c1ccc(Cl)c(/C=N/N2CCN(Cc3ccccc3Cl)CC2)c1	3	0.2	0.9	1	0.7	-2	1.8	0	-1.2	-3	2
Cc1ccc(CC(=O)NNC(=O)c2cccs2)cc1C	3	0.3	2.8	-2	1.4	3	-0.2	-3	-1.1	-6	3
COc1ccc(C(=O)Nc2ccc(NC(=O)C3CC3)cn2)cc1	-4	-0.7	-0.1	1	-1.9	0	1.9	-1	-1.1	-1	4
COc1ccc(N2CC(C(=O)Nc3nc4ccccc4s3)CC2=O)cc1 (stereo unspecified)	6	1.1	0.2	-3	-0.2	5	-1.1	-8	-1.0	-3	7
CC1CCCC(NS(=O)(=O)c2cc(Br)cnc2N)C1C (stereo unspecified)	3	-0.3	0.2	-2	-2.1	-1	-2.2	-6	-1.0	-9	-1
COc1ccc2cc(C(=O)C3CCCN(C(=O)CSc4nnc(C)o4)C3)ccc2c1 (stereo unspecified)	5	-0.6	-0.7	-1	-3.3	i	-2.1	i	-1.9	-4	-479
COC(=O)c1cc(Cl)nc2ccccc12	-3	0.3	0.0	-3	0.1	1	-1.6	2	-1.5	-6	-2
Cc1ccc(NC(=O)CSCc2c(C)noc2C)cc1C	-4	1.4	-0.8	-2	-1.2	-2	-1.3	1	-1.2	0	1
O=C(Nc1cc(C(F)(F)F)ccc1N1CCOCC1)C1Cc2ccccc2CN1C(=O)c1ccco1 (stereo unspecified)	-1	-1.7	0.5	-2	4.1	8	2.2	-18	0.1	1	-8
OCCC1CN(Cc2cnc(-c3ccccc3)s2)CCN1C1CCCC1 (stereo unspecified)	0	-1.1	0.6	-1	1.4	-1	0.1	1	-1.0	-1	1
Cc1cc(Cl)ccc1-c1nc(NCCN(C)C)nc2ccsc12	-5	.	-1.2	-3	-2.4	-70	1.1	-61	-1.0	-4	-50
CC(C)=CCCC(C)NC(=O)NC1CCCCC1 (stereo unspecified)	-3	1.2	0.8	4	-1.3	0	0.9	0	-1.4	-5	-1
O=C(C1CC(=O)N(c2ccc(Cl)cc2)C1)N1CCC(c2nc3ccccc3[nH]2)CC1 (stereo unspecified)	-5	-0.5	0.3	-1	-1.0	-5	-2.9	-8	-1.1	1	4
Cn1cnc([N+](=O)[O-])c1S(=O)(=O)c1ccc(Cl)cc1	-3	-2.1	-1.4	-14	-0.2	7	0.2	7	-1.1	3	8
Cc1csc(N)n1	5	1.0	0.8	1	-0.5	-3	-1.9	-4	-0.7	-6	-2
Cc1cccc(NC(=O)CSc2ncnc3sc4c(c23)CCCC4)c1	7	.	0.0	0	-2.2	-2	0.0	1	-1.4	-4	0
Cc1cnc(NC(=O)CSc2nnc(C)s2)s1	-3	2.8	0.2	0	-0.2	-1	2.4	2	-1.1	4	0
COC(=O)Cc1ccc(N(Cc2ccccc2F)S(=O)(=O)c2ccc(Br)cc2)cc1	2	-0.5	0.2	-4	-1.2	-3	1.8	-2	-0.8	3	1
COc1cc(C(=O)Nc2nc(C)c(Cc3ccc4c(c3)OCO4)s2)cc(OC)c1OC	4	-3.2	-0.7	-2	-1.0	1	0.0	-4	-1.3	5	-6
CC1CN(C(=O)COC(=O)c2ccc(O)cc2)CC(C)O1 (stereo unspecified)	1	-0.8	0.8	0	3.3	-2	0.9	-5	-0.5	1	0
Cc1onc(-c2ccccc2)c1C(=O)Nc1sc2c(c1C#N)CCC2	-2	0.4	-1.2	-3	0.1	-1	1.7	-26	-0.8	3	-17
CN=C(Nc1ccccc1OC)SC1CC(=O)N(c2ccc(C(=O)OC)cc2)C1=O (stereo unspecified)	-2	-0.8	-0.8	-1	-1.8	-1	-1.5	-1	-1.4	4	-1
CN(C)S(=O)(=O)c1ccc(NC(=O)Cc2ccc(S(=O)(=O)N3CCOCC3)s2)cc1	0	-0.3	-0.8	-2	-1.6	1	1.7	-5	-1.1	-2	-3
COCCNC(=S)Nc1ccc(Cl)c(Cl)c1	4	-0.7	0.0	0	-1.1	1	1.8	3	-1.6	0	9
COc1ccc(C2CC(c3cccs3)=NN2C(=O)c2ccco2)cc1OC (stereo unspecified)	0	.	0.7	-2	-1.9	-5	-3.5	-34	-1.2	-3	-21
COc1ccc(C(C[N+](=O)[O-])c2c(C)cc3ccccn23)cc1 (stereo unspecified)	-3	-1.3	-0.7	1	0.7	-4	-3.9	-30	-0.7	1	-26
CC(=O)OCC(=O)C1(O)CCC2C3CCC4=CC(=O)CCC4(C)C3(Cl)C(O)CC21C (stereo unspecified)	2	1.3	-1.6	-3	0.1	-8	-0.5	-35	-1.3	-2	-27
CCOC(=O)c1ccc(Nc2nnc(C(C)(C)C)c(=O)[nH]2)cc1	0	-0.5	0.9	1	1.6	-4	1.6	0	-0.7	-3	2
CC1CCc2sc(C(=O)N3CCC(C(N)=O)CC3)cc2C1 (stereo unspecified)	4	1.1	2.7	1	2.6	-4	8.7	-12	-0.1	2	2
Cc1cc(NC(=O)COC(=O)C2CSC3(C)CCC(=O)N23)ccc1Br (stereo unspecified)	5	-0.3	0.7	-1	-0.2	-1	0.5	-2	-0.9	0	0
O=C(Cn1[nH]c(=O)c2ccccc2c1=O)OCC(=O)N(Cc1ccccc1)Cc1ccccc1	-7	-0.4	0.1	2	-1.2	0	0.3	2	-1.5	-4	4
O=c1[nH]c(CS(=O)(=O)c2ccccc2)nc2ccccc12	7	-0.1	-0.2	0	2.4	-5	1.3	10	-1.0	3	-4
CNc1ccc2nnc(C(F)(F)C(F)(F)C(F)(F)F)n2n1	-1	-0.5	0.4	-4	0.2	-3	2.6	-3	-0.8	-1	-1
COc1cc2c(cc1[N+](=O)[O-])-c1ccccc1C2	0	1.2	-0.4	6	0.3	-1	1.2	-8	-1.6	-4	-2
CCOC(=O)/C(C#N)=C1\CC2CCC1(C)C2(C)C (stereo unspecified)	4	0.5	0.3	-2	1.2	1	1.3	-6	-1.7	0	1
FC(F)(F)c1cccc(CN2CCC(c3cc(-c4cccs4)n[nH]3)CC2)c1	-2	0.6	0.0	-1	-2.0	4	-4.2	-40	-1.4	0	-34
CCOc1ccccc1/C=C(/NC(=O)c1ccccc1)C(=O)N(CC)CC	-3	0.9	-0.4	0	-2.8	-1	-2.5	2	-1.4	4	-2
Cc1oc2ccc(OC(=O)c3cccs3)cc2c1C(=O)OC(C)C	3	0.4	0.1	-1	0.2	-3	2.4	-2	-1.9	-2	-1
COc1ccc([N+](=O)[O-])cc1NC(=O)C(C)OC(=O)C1CCC1 (stereo unspecified)	0	-0.8	1.1	1	-1.8	2	-0.5	-6	0.0	-2	0
Cc1ccc(C)c(S(=O)(=O)N2CCN(C(=O)Cc3ccsc3)CC2)c1	0	0.5	1.4	0	-2.0	-2	0.1	-5	-1.2	2	0
C/C(=N\NC(=S)NCc1ccccc1)c1cccc(Br)c1	4	-1.2	0.7	-2	0.8	4	1.3	-5	-1.1	-7	1
CCOc1cccc(C(=O)Nc2ccc3oc(-c4cccnc4)nc3c2)c1	-3	0.1	0.3	-3	-3.6	-6	-0.2	-22	-1.4	-1	-8
O=C(COc1ccc(Br)cc1)Nc1ccc(NC(=O)c2ccccc2)cc1	3	0.5	0.1	-3	-1.5	-4	-1.9	-10	-1.2	-4	2
Cc1ccc(NC(=O)CN(C)C(=O)c2ccc3[nH]c4c(c3c2)CC(C)CC4)cc1 (stereo unspecified)	-6	-0.9	0.2	-5	-1.3	-11	-1.3	-75	-1.2	-6	-56
COCC(=O)Nc1cc(C)c2c(=O)oc3ccccc3c2n1	2	0.7	-0.9	-4	-0.4	2	-0.2	-5	-1.7	0	-5
O=C1NC(c2cccc(Cl)c2)Oc2ccccc21 (stereo unspecified)	-7	0.5	0.2	-1	-2.0	-14	-2.4	-13	-1.1	1	-3
COc1ccc(OC)c(NC(=O)COC(=O)COc2c(Cl)cc(Cl)c3ccc(C)nc23)c1	8	2.5	0.3	-3	-0.8	-4	0.5	-9	-0.5	6	-1
CC(C)(C)N1C(=O)c2ccc(C(=O)Nc3nccs3)cc2C1=O	3	2.5	2.8	4	0.2	-4	7.2	1	0.0	-6	2
O=C(c1ccc(S(=O)(=O)N2CCCC2)cc1)N(c1ccccc1)C1C=CS(=O)(=O)C1 (stereo unspecified)	6	-0.1	-1.6	2	-0.3	-3	-0.4	-12	-0.6	2	-3
Cc1cccc(NC(=O)COC(=O)c2ccccc2-c2nc3ccccc3s2)c1C	2	-1.3	0.1	-2	-2.5	2	0.8	0	-1.4	-1	6
CCn1c(C)cc2c(c1=O)C(c1ccncc1)C(C#N)=C(N)O2 (stereo unspecified)	-1	1.1	-0.3	-4	0.7	-8	0.0	-25	-1.2	-5	-23
COc1ccccc1Cn1c(C)c(C(=O)NCc2ccc3c(c2)OCCO3)sc1=O	0	.	-0.3	-1	-0.7	0	0.5	-3	-1.7	2	-2
O=C(COc1ccc2c(-c3ccccc3)cc(=O)oc2c1)N[C@@H](Cc1c[nH]c2ccc(O)cc12)C(=O)O	-1	0.2	-0.1	-1	-0.4	-1	-2.0	-4	-1.7	-4	-1
CCOc1ccccc1N1CCN(C(=O)c2c(-c3c(F)cccc3Cl)noc2C)CC1	-8	-0.8	1.4	-1	1.5	3	-1.9	-3	-1.0	2	-1
CCc1nc2ccc(C(=O)N(C)CC(=O)Nc3ccc(F)c(F)c3F)cc2nc1CC	-3	-1.3	0.2	3	-1.4	-3	-1.5	-3	-0.3	1	2

Rows are unselected (roughly 7.4% active in at least one column).
